# Vif-APOBEC3G blk: Vif-A3G binding inhibition; Potency, µM (top dose mostly 46.1 µM), without a hit: at the top dose activity, negative = active, most hits filed as inhibitors; HeLa A3G-eYFP + Vif (tagged APOBEC3G with the HIV-1 protein that degrades it), YFP fluorescence, overnight; 410,000 tested, 0.076% active;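 further: potency means the concentration at half of the fitted maximal effect; on the % scale 0 is the no-effect control and ±100 the full control effect; nearly all actives have a fitted effect of over 60% in size; hits raise eYFP signal because A3G escapes Vif-driven loss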
#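 Read-out is eYFP fluorescence (Ex 488/Em 500-530) from Vif-expressing HeLa A3G-eYFP cells; more signal means A3G escaped Vif-mediated degradation. Cells plated overnight, compound pinned in, incubated overnight at 37 deg C.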
# D2 ag: activates the human D2 dopamine receptor; HEK293 T-REx D2 cells, calcium flux agonist mode; 340,000 tested, 0.53% active; activation, % at 2 µM; AID 485358;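 active means activation over 3 SD above normal in the single-dose calcium agonist read, cut at about 30% in these data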; further: 0% is about no effect
#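 Agonism is scored from calcium flux in a force-coupled, inducible HEK293 cell line expressing D2, read kinetically for 180 s after compound addition against dopamine controls.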
# ERG Ets-DNA blk: inhibitors of human ERG Ets domain-DNA interaction. fluorescence polarization, His-ERG Ets domain / labelled DNA. P11308. Potency, µM (highest dose often 76.9 µM), inactives show top-dose FP activity, negative = inhibition, actives largely listed as inhibitors. 370,000 tested, 0.028% active. AID 624246; active means well fitted inhibition curve with a large enough effect in the polarisation, with a control signal flat; inconclusive means small, poorly fitted or top-dose-only effect, or effect the other way, or a change in a side signal; inactive means no such curve, though single readings can be large or run the other way; the % refers to the polarisation;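 further: polarization taken with two DNA probes labelled with fluorescein and Texas red; potency means the concentration at half of the fitted maximal effect; % of control where 0% means no effect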
# Target sequence (P11308 whole entry, looked up, the tested form may be a part): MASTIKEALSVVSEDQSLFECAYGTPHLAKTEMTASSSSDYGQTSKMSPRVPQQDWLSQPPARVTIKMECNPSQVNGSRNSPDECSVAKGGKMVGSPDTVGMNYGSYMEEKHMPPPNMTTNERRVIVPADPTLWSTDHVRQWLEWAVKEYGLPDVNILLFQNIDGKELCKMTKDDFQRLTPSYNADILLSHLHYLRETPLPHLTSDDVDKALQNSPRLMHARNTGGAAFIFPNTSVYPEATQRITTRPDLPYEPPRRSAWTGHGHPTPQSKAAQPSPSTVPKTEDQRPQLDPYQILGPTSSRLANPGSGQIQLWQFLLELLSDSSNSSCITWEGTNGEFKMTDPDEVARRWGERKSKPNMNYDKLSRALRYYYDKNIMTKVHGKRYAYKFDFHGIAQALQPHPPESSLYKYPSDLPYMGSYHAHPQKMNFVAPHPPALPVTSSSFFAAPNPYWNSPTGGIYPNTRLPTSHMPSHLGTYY
#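 His-tagged ERG Ets domain (1 uM in the protein solution; 300mM KCl, 50mM Tris-HCl, 1mM EDTA, 1mM DTT, pH 7.5) received compound, then a probe mix of 5 nM fluorescein-DNA and 100nM Texas-615-DNA. Fluorescence polarization was read for both dyes.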
# GRP78 ERSR act: ER stress response induction in glioma. 420,000 tested, 0.02% active. Potency, µM, without a hit: at the top dose activation, actives largely listed as activators. AID 602332. U87-MG GRP78 promoter luciferase reporter, 16 h; further: potency means the concentration at half of the fitted maximal effect; series mostly up to about 76 µM; % of control where 0% means no effect; nearly all actives have a fitted effect of over 35% in size
#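 Stably transfected U87-MG glioma cells carrying a GRP78-based luciferase sensor; 16 h compound incubation. Luminescence end-point read 10 min after Bright-Glo addition at room temperature.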
# Vif-A3F inh: blocks the Vif interaction with APOBEC3F; HeLa A3F-eYFP + Vif (tagged APOBEC3F with the HIV-1 protein that degrades it), YFP fluorescence increase; Potency, µM (top dose mostly 46.1 µM), for inactives: top-dose activity, negative = active; 390,000 tested, 0.2% active; further: potency means the concentration at half of the fitted maximal effect; % of control where 0% means no effect; nearly all actives have a fitted effect of over 65% in size
#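 Fluorescence increase (Ex 488/Em 500-530) after overnight compound treatment at 37 deg C flags inhibition of Vif-driven A3F-eYFP loss in stable HeLa A3F-eYFP/Vif cells seeded overnight beforehand.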
# LDHA block: inhibitors of human lactate dehydrogenase A; activity change, % (values are at about 110 or 230 µM); purified LDHA, NADH/diaphorase-resazurin fluorescence; active compounds read low; 480,000 tested, 0.15% active; AID 1347041; P00338; in the data active means activity change below about -30%; inconclusive means mostly about -25% to -30%;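 further: plate controls were DMSO wells for no effect and wells without enzyme for full effect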
#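 Enzyme activity of human lactate dehydrogenase 5 (2 nM; 0.06 mM NADH, 0.2 mM pyruvate, 5 min, RT) is measured via a resazurin/diaphorase fluorescence readout of residual NADH.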
# 12-LOX inh: inhibitors of human 12S-lipoxygenase ALOX12. purified 12hLO, xylenol orange hydroperoxide absorbance. 580,000 tested, 1.1% active. P18054. AID 1671190. Potency, µM (highest dose often 108 µM), without a hit: top-dose activity change, negative = inhibition, hits mostly inhibitors; further: potency means the concentration at half of the fitted maximal effect; on the % scale 0 is the no-effect control and ±100 the full control effect
# Target sequence (P18054 whole entry, looked up): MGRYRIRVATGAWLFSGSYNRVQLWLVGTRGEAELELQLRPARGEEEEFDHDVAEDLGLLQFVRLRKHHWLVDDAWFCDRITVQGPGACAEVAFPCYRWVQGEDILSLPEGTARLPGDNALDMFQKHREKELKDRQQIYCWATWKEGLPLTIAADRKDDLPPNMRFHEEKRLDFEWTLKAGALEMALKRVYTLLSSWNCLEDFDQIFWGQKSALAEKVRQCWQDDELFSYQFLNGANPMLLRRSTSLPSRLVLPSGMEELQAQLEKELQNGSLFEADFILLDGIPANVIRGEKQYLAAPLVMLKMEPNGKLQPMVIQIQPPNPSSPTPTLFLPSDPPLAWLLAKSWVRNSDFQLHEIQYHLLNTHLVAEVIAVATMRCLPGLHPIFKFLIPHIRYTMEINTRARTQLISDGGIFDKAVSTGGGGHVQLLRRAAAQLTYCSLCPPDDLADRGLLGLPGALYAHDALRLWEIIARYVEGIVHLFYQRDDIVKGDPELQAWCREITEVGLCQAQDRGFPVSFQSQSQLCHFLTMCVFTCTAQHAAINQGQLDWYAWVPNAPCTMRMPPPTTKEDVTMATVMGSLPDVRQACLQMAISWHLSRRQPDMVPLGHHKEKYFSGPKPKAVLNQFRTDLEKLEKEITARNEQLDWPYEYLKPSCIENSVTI
#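 Purified human 12hLO (150 nM final) in 25 mM Hepes, 0.01% Triton X-100, pH 7.0 was preincubated 15 min at room temperature with compound. Then 40 uM arachidonic acid was added, 30 min. Hydroperoxide was read by Fe-XO absorbance ratio 573/405 nm.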
# D2 antagonist: antagonists of human D2 dopamine receptor; P14416; HEK293 TREx D2 cells, calcium flux, dopamine EC80; inhibition, % at 10 µM; 340,000 tested, 2% active; in the data active means inhibition above about 30%; further: 0% is about no effect
#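 Measurement of antagonist activity uses fluorescent calcium dye in inducible HEK293 T-REx D2 cells: 10 s baseline, compound addition with 180 s read, EC80 dopamine addition with a further 180 s read.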
# RGS4 inh: inhibitors of human regulator of G protein signaling 4; P49798; Transcreener GDP fluorescence polarization, RGS4-accelerated GTP hydrolysis; Potency, µM (highest dose often 114 µM), without a hit: at the highest dose activity change, negative = inhibition, hits mostly inhibitors; 390,000 tested, 0.039% active; AID 504845; further: potency means the concentration at half of the fitted maximal effect; on the % scale 0 is the no-effect control and ±100 the full control effect; nearly all actives have a fitted effect of over 75% in size; some results filed as inactive show a strong effect at the top dose
#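 MLSMR compounds (23 nl, pin-transferred) preincubated 10 min at room temperature with a 500nM (2x) first reagent, then RGS4 at 900nM (2x) plus Transcreener GDP mix added; fluorescence polarization (620/688 nm) read before and after 90 min at 30 °C.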
# Numbers without * were called inactive; ? = inconclusive; . = not tested or not shown; & = joins results of further samples; [ ] = remark or other dose. Unless noted, the call rests on the fitted dose curve; in most records, active means well fitted curve in the direction sought with a large enough effect; inconclusive means small, poorly fitted or top-dose-only effect, or another doubt; inactive means no such curve, though single readings can be large; an effect the other way counts as inactive or inconclusive.
SMILES,Vif-APOBEC3G blk,D2 ag,ERG Ets-DNA blk,GRP78 ERSR act,Vif-A3F inh,LDHA block,12-LOX inh,D2 antagonist,RGS4 inh
O=C(N/N=C/c1cn[nH]c1-c1ccc(Cl)cc1)c1ccc([N+](=O)[O-])cc1,3%,1.0,-2%,-3%,5%,1,?,-1,?
CCN(CC)CCn1c(NC(=O)c2ccccc2O)nc2ccccc21,0%,0.4,0%,0%,-4%,1,9%,-22,-12%
Cc1[nH]c2ccccc2c1/C=N/NC(=O)CCC(=O)NCc1ccccc1,-6%,0.9,-7%,-3%,-13%,-4,8%,0,?
Cc1ccc(S(=O)(=O)Nc2ccc3c(c2)C(=O)N([C@H](C)CO)C[C@H](C)[C@@H](CN(C)C(=O)NC2CCCCC2)OCCCC[C@@H](C)O3)cc1,-13%,.,.,0%,?,1,?,.,.
Cn1c2ccc(F)cc2c2nc3ccccc3nc21,2%,-0.2,-15%,1%,?,-1,1%,-8,-41%
NN/C(=C\[N+](=O)[O-])Nc1ccc(Cl)cc1,-3%,0.3,4%,5%,3%,-10,35µM*,-7,-12%
Cc1cccc(N2CCN(C(=O)Cc3cn(C)c4ccccc34)CC2)c1C,-22%,0.5,2%,-11%,-12%,10,-41%,-8,-92%[56.9 µM]
COc1ccc2c(c1)OC[C@H]1[C@H]2N2C(=O)CN(Cc3ccco3)C(=O)[C@@]2(C)[C@H]1c1ccccc1,1%,0.2,13%,-4%,2%,5,7.1µM*,1,-21%
O=C(/C=C/c1ccc2c(c1)OCO2)c1ccc(F)cc1,-7%,-0.5,7%,9%,5%,3,-20%,-16,0%
COc1ccccc1S(=O)(=O)N(C)C[C@H]1Oc2ncc(Br)cc2C(=O)N([C@H](C)CO)C[C@H]1C,-1%,.,.,1%,0%,1,0%,.,.
CCc1ccc(NC(=O)CNC(=O)Cn2c(C)cc3ccccc3c2=O)cc1,1%,-1.9,-2%,-1%,1%,-6,-19%,.,26%
COc1ccc2c(c1)CCc1cnc(N)nc1-2,0%,-0.3,2%,-2%,7%,3,0%,8,17%
CCCNC(=O)Nc1ccccc1C(=O)Nc1ccc(OC)cc1,2%,-1.9,-5%,0%,1%,-3,-8%,17,-10%
COC(=O)N/N=C/c1c(C)cc(C)cc1C,1%,0.0,5%,2%,-4%,-5,8%,11,-6%
CC1=C(C(=O)N2CCOCC2)CC(CC(=O)NCc2cccs2)C(=O)N1Cc1ccc(C(C)(C)C)cc1 (stereo not drawn),-4%,.,.,-2%,-1%,0,-15%,.,.
O=c1c(-c2ccc(Cl)cc2)[n+]([O-])c2ccccc2n1OCc1ccccn1,-6%,-0.2,-5%,-3%,1%,-9,-5%,7,-5%
O=C(COC(=O)C1(c2ccccc2F)CCCC1)N1CCN(C(=O)c2ccco2)CC1,-6%,0.5,.,-1%,-1%,-6,6%,-50,11%
Cc1ccccc1CNC(=O)Cc1ccccc1[N+](=O)[O-],0%,1.2,.,0%,-7%,-6,-6%,16,20%
CC(=O)Nc1ccc(NC(=O)c2c(C)c(-c3ccccc3)nc3ccccc23)cc1,-2%,.,0%,-5%,-13%,-9,0%,.,2%
COc1cccc(N2CCN(c3ccc4nnc(CCC(=O)Nc5ccc(OC)c(OC)c5)n4n3)CC2)c1,-1%,-0.1,3%,4%,3%,4,0%,8,0%[11.4 µM]
CC(/C=C/c1ccc2c(c1)OCO2)=N/NC(=O)c1cccnc1,-10%,-0.3,3%,3%,-12%,-3,1%,-6,-12%
Cc1c(N/N=C(\C#N)C(=O)c2ccccc2)c(=O)n(-c2ccccc2)n1C,-1%,1.4,5%,-3%,-30%,3,?,5,-16%
OCCOCCNc1ncnc2c1c(-c1ccccc1)cn2-c1ccccc1,-4%,0.3,6%,-1%,-2%,-10,-6%,-12,-17%
COc1ccc(S(=O)(=O)NNC(N)=S)cc1,-2%,3.9,-7%,-2%,4%,-4,-1%,3,-18%
O=C(NCC(=O)N(c1ccc(Cl)cc1)C(C(=O)NC1CCCC1)c1ccncc1)c1ccco1 (stereo not drawn),0%,-0.8,-2%,0%,0%,-10,1%,-19,-2%
COC(=O)c1cc(OC)c(OC)cc1NC(=S)N1CCCC(CO)C1 (stereo not drawn),-1%,-0.4,-6%,-5%,-11%,-3,15%,20,-12%
Cc1ccc(S(=O)(=O)N2CCOCC2)cc1C(=O)N1CCN(Cc2ccccc2)CC1,-5%,0.1,0%,-4%,1%,0,-12%,8,-2%
Cc1ccc(C(=O)C2CCN(S(=O)(=O)c3ccccc3C(=O)O)CC2)cc1,-1%,1.8,8%,0%,2%,-6,-18%,-4,20%
CCCCn1c(N)c(N2CCOCC2)c(=O)n(CC(=O)NCCc2ccccc2)c1=O,8%,0.4,9%,0%,6%,-9,2%,2,-24%
CCNc1nc(NC(C)(C)C)nc(Oc2ccc(=O)n(C)n2)n1,0%,1.2,-1%,0%,-9%,-1,-4%,.,2%

# At a glance, two of the compounds above:
SMILES,Vif-APOBEC3G blk,D2 ag,ERG Ets-DNA blk,GRP78 ERSR act,Vif-A3F inh,LDHA block,12-LOX inh,D2 antagonist,RGS4 inh
CCCCn1c(N)c(N2CCOCC2)c(=O)n(CC(=O)NCCc2ccccc2)c1=O,8%,0.4,9%,0%,6%,-9,2%,2,-24%
CCNc1nc(NC(C)(C)C)nc(Oc2ccc(=O)n(C)n2)n1,0%,1.2,-1%,0%,-9%,-1,-4%,.,2%

# Later entries.
SMILES,Vif-APOBEC3G blk,D2 ag,ERG Ets-DNA blk,GRP78 ERSR act,Vif-A3F inh,LDHA block,12-LOX inh,D2 antagonist,RGS4 inh
CCc1ccc(OCC(=O)N(C)C2CCS(=O)(=O)C2)cc1 (stereo not drawn),-8%,-0.4,6%,-2%,5%,2,0%,16,-3%[11.4 µM]
O=C(COC(=O)c1cc(-c2ccccc2Cl)nc2ccccc12)Nc1ncc(C(F)(F)F)cc1Cl,0%,0.2,7%,-2%,-5%,2,?,-6,25%
CCc1cccc(C)c1NC(=O)CCS(=O)(=O)c1ccc2c(c1)oc(=O)n2C,2%,-1.3,8%,-2%,-8%,-3,?,.,-18%
COc1ccccc1NS(=O)(=O)c1ccc(O)c(C(=O)OCc2cccc([N+](=O)[O-])c2)c1,2%,2.1,-9%,-4%,-13%,2,-5%,0,-6%
CC(/C=C/C=C/c1ccccc1)=N/NC(=O)CNc1ccccc1C,1%,-1.2,6%,-3%,0%,-5,1%,17,21%
O=C1C2C(C(=O)N1/N=C/c1cc(Br)cc([N+](=O)[O-])c1O)C1C=CC2C12CC2 (stereo not drawn),0%,1.2,6%,-1%,-11%,-3,9%,6,-13%
CC(Oc1ccc2c3c(c(=O)oc2c1)CCC3)C(=O)NC1CCN(Cc2ccccc2)CC1 (stereo not drawn),2%,0.3,15%,5%,3%,-1,5%,21,0%
CCCCOc1ccc(C(=O)NCC(=O)NNC(=O)C2COc3ccccc3O2)cc1 (stereo not drawn),2%,-0.2,-1%,3%,7%,-7,-12%,1,5%
N#Cc1ccccc1S(=O)(=O)N1CCN(C(=O)c2cc3c(s2)CCC3)CC1,-8%,2.1,0%,-2%,-28%,0,-5%,14,-14%
CCOC(=O)C(=CNc1ccc(Cl)cn1)C(=O)OCC,1%,0.2,4%,-2%,-26%,-11,124%[activator],15,-12%
O=C(CC12CC3CC(CC(C3)C1)C2)NC(=S)NCc1ccccc1,-3%,0.8,-3%,-4%,1%,-8,28µM*,-6,-36%
Cc1ccc(-n2nnnc2SCC(=O)c2cc(C)n(CC3CCCO3)c2C)cc1 (stereo not drawn),1%,0.8,.,-3%,-2%,-19,10%,-5,4%
O=C(O)CNC(=O)c1ccc(S(=O)(=O)N2CCOCC2)cc1,1%,0.6,-5%,-3%,-7%,0,0%,-18,-13%
COc1cccc(CNC(=O)CCn2ccc3cc(S(=O)(=O)N4CCCC4)ccc32)c1,1%&-6%,0.8&0.2,13%&0%,-2%&0%,-22%&2%,0&5,-10%&-5%,-4,-9%&26%
Cc1ccc2oc(C(=O)N3CCCCCC3)c(C)c2c1,1%,.,-2%,4%,-13%,17,-11%,.,-1%
COc1cccc(CNc2nc3cc(-c4cccc(OC)c4)sc3c(=O)n2C)c1,-5%,.,.,-1%,.,-8,-2%,.,.
Cc1ccccc1OCC(=O)OCC(=O)Nc1ccc(N2CCOCC2)cc1,2%,0.1,-16%,-6%,0%,0,0%,-5,5%
CCOC(=O)CN(Cc1ccc(OC)c(OC)c1)S(=O)(=O)c1ccc(OC)cc1,0%,-0.4,.,-6%,-4%,-8,5%,-14,-8%
Clc1cccc(Cc2c(-c3cccc(Cl)c3)nc3ccc(Br)cn23)c1,-7%,.,.,5%,.,-9,-26%,.,.
COc1ccc(C(C)C)cc1S(=O)(=O)NCCc1c(C)[nH]c2ccc(C)cc12,1%,1.2,-4%,-4%,-8%,3,?,.,-6%
Cc1ccc(-n2nc(C(=O)N(C)c3ccc(C)c(C)c3)c3c4ccccc4n(C)c3c2=O)cc1,.,1.0,-4%,.,.,-5,-18%,.,12%
COc1ccc(/C=C/C(=O)N(C)CC(=O)Nc2cccc(F)c2)cc1S(=O)(=O)N1CCCCC1,-25%,-0.7,-1%,-4%,-13%,0,-4%,28,-7%
Cc1cccc(-c2n[nH]c(=S)n2/N=C/c2ccc(C)s2)c1,-11%,0.4,5%,-4%,-2%,1,-8%,1,-31%
CCOC(=O)c1sc2nc(SCC#N)n(CC3CCCO3)c(=O)c2c1C (stereo not drawn),-1%,0.8,-2%,-1%,-9%,-3,-13%,-4,-11%

# Assay outcomes (PubChem BioAssay)

# An excerpt; the hit share may differ from the screen's.
